# A3G deaminase: inhibitors of human APOBEC3G DNA deaminase. Q9HC16. recombinant A3G, ssDNA deamination FAM/TAMRA fluorescence. inhibition, % at 20 µM. 330,000 tested, 0.28% active. AID 493012;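 active means inhibition of at least 40% at 20 µM, with no more than 30% in the related APOBEC3A deaminase screen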;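 further: plate controls were DMSO wells with A3G for no effect and wells lacking A3G enzyme for full effect; some compounds called inactive have numbers as strong as hits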
# Target sequence (Q9HC16 whole entry, looked up): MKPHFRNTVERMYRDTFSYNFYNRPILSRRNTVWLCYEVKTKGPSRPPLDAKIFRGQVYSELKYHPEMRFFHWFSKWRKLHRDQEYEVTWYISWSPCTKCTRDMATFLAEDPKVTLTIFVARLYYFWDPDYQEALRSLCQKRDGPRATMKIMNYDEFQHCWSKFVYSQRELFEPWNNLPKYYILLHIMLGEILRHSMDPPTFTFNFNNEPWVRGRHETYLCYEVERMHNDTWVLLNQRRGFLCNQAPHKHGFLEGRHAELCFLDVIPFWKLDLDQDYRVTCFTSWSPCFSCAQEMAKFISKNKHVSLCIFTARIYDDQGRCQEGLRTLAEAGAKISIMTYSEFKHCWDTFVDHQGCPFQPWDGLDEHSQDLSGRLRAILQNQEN
# hIAP act: human IAP activation | P09923 | purified human IAP, CDP-Star luminescence, 30 min; active compounds read high; 1 = vehicle-only enzyme, 0 = enzyme-free background | activation factor at 10 µM | 330,000 tested, 0.16% active | AID 2524;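 active means activation factor of the enzyme at least 2-fold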; further: the source names both 10 and 20 µM as test concentration; values of inactives mirror those of a sister screen read the other way
# Target sequence (P09923 whole entry, looked up): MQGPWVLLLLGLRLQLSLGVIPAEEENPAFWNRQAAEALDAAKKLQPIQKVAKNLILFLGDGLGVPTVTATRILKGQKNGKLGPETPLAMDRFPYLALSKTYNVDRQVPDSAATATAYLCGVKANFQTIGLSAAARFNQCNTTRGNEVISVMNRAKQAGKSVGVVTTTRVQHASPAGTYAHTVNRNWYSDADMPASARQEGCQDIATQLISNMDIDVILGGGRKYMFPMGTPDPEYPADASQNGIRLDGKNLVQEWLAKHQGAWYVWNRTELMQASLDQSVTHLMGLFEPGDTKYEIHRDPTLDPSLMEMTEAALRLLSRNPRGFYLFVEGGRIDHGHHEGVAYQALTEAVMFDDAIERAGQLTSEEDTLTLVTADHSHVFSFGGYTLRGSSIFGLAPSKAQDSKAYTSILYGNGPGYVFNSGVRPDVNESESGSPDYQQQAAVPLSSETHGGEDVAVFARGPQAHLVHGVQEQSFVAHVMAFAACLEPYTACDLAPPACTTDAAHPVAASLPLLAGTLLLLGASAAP
# A3A deaminase: inhibitors of human APOBEC3A DNA deaminase; P31941; recombinant A3A, FAM/TAMRA ssDNA deamination fluorescence; inhibition, % at 20 µM; 330,000 tested, 0.41% active; AID 493011;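 active means at least 40% inhibition at 20 µM here, with at most 30% in a related deaminase screen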;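 further: plate controls were A3A with DMSO for no effect and wells lacking A3A enzyme for full effect; some results filed as inactive read as strong as hits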
# Target sequence (P31941 whole entry, looked up): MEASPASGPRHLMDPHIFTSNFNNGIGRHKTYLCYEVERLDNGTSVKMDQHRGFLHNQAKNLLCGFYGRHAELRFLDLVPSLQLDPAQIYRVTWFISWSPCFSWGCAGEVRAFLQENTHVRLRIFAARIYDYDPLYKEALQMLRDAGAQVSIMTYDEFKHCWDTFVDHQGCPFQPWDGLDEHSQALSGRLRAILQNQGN
# mIAP block: blocks mouse intestinal alkaline phosphatase; purified mouse IAP, CDP-Star luminescence, 30 min; inhibition, % at 10 µM; 330,000 tested, 0.2% active;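 active means inhibition of at least 40% at 10 µM in the primary screen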;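 further: plate controls were DMSO with enzyme for no effect and no enzyme wells for full effect; values of inactives mirror those of a sister screen read the other way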
# mIAP activ: increases mouse intestinal alkaline phosphatase activity; muIAP, CDP-Star luminescence, 30 min; active compounds read high; 1 = vehicle-only enzyme signal, 0 = enzyme-free wells; activation factor at 10 µM; 330,000 tested, 0.24% active;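 active means activation factor of at least 2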; further: the source names both 10 and 20 µM as test concentration; values of inactives mirror those of a sister screen read the other way
#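 System: Mouse IAP enzyme | Also added: CDP-Star substrate | Dosing: Compounds dispensed in DMSO | Schedule: 30 min enzyme-substrate-compound incubation at room temperature | Technique: Chemiluminescence readout | Control set: DMSO-only wells and no-enzyme negative control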
# SENP1 FRET inh: blocks the human SENP1 SUMO protease catalytic domain. Q9P0U3. recombinant SENP1 catalytic domain, CyPet-SUMO1-YPet FRET cleavage. inhibition, % at 10 µM. 360,000 tested, 0.21% active. AID 624204;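 active means inhibition at least 30% at 10 µM, raw YFP signal under a set limit, fluorescence ratio 0.5 to 1.5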;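 further: 0% = enzyme with DMSO and 100% = no enzyme wells; some results filed as inactive read as strong as hits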
#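 Material – human SENP1 catalytic domain · Input – SENP1 enzyme, 20 pM final · Compound dosing – single concentration of 10 µM compound, 0.5% DMSO final · Timing – enzyme reaction for 50 min at room temperature, dark · Measured by – FRET fluorescence in CFP and YFP emission channels · Control set – no-enzyme wells low, DMSO-plus-enzyme wells high control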
# hIAP inh: blocks human intestinal alkaline phosphatase; inhibition, % at 10 µM; 330,000 tested, 0.12% active; P09923; purified IAP, CDP-Star luminescence, 30 min; AID 2544;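 active means inhibition reaching a set limit with compound at 10 µM in the primary screen, cut at about 35% in these data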;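 further: plate controls were DMSO wells with enzyme for no effect and no-enzyme buffer wells for full effect; values of inactives mirror those of a sister screen read the other way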
# beta cell repl: induces beta-cell replication in MIN6 cells. MIN6 cells proliferation, ATPlite luminescence, 48 h; cells starved in 0.2% serum; 100% = growth in 10% serum. proliferation, % at 10 µM. 330,000 tested, 0.29% active. AID 2380;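 active means compounds whose signal lies at least 3.5 SD above the mean of all wells on their plate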;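 further: 0% = DMSO-treated cells in low-serum medium and 100% = 10% serum control; some compounds called inactive have numbers as strong as hits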
# NLRP3 yeast inh: inhibitors of NALP3 inflammasome in yeast. Yeast reconstituted NLRP3/ASC/caspase-1, beta-gal luminescence, 24 h. inhibition, % at 10 µM. 330,000 tested, 0.39% active. AID 2825;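 active means inhibition of 50% or more; inactive means inhibition below 50%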;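 further: plate controls were induced DMSO wells for no effect and uninduced yeast grown without galactose for full effect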
# An asterisk follows results filed as active.
# Second line of a record: hIAP inh	A3G deaminase	SENP1 FRET inh	A3A deaminase	mIAP activ	mIAP block	hIAP act	beta cell repl	NLRP3 yeast inh
- COC(CNC(=O)c1ccc2c(c1)ncn2-c1cc(C)cc(C)c1)OC
    6.5	-3.2	1.6	-2.2	1.03	-2.6	0.935	-1.9	18.1
- COC(=O)c1ccc(NC(=S)Nc2cccc(C)n2)cc1
    -4.0	-11.7	0.2	2.6	1.02	-1.6	1.04	-0.1	9.2
- O=C(CCN1C(=O)/C(=C/c2cccc(Br)c2)SC1=S)NNC(=O)c1cccnc1
    -91.2	-5.3	3.1	-3.6	0.897	10.3	1.91	-4.1	7.7
- Nc1nonc1-n1nnc(C(=O)N/N=C/c2ccccc2O)c1CN1CCCC1
    -56.0	-2.7	-10.2	-1.2	1.01	-0.9	1.56	2.9	0.7
- CCOc1ccc(OCCOCCN2CCOCC2)cc1
    0.5	-0.5	2.1	-1.2	0.994	0.6	0.995	2.0	16.3
- O=c1[nH]c(C2CCCN(S(=O)(=O)c3ccccc3Cl)C2)nc2c1nnn2Cc1ccc2c(c1)OCCO2 (configuration not stated)
    -10.4	-1.9	1.1	-4.3	0.91	9.0	1.1	-4.7	16.1
- O=c1cc(CN2CCN(c3ccc(F)cc3)CC2)c2cc3c(cc2o1)CCCC3
    -6.2	-8.2	-0.2	-3.1	0.941	5.9	1.06	-5.2	5.4
- Cc1cc(C)c(S(=O)(=O)Nc2ccc(N3CCOCC3)cc2)c(C)c1
    11.2	-1.0	1.7	-1.4	0.99	1.0	0.888	-1.8	12.6
- O=C(CC1C(=O)NCCN1Cc1ccccc1C(F)(F)F)NC1CCCCC1 (configuration not stated)
    21.4	-3.8	-15.4	-4.2	0.968	3.2	0.786	-2.1	4.9
- COc1cccc2c(N/N=C/c3ccc(O)c(O)c3)cc(C)nc12
    -32.2	-2.2	-1.3	-3.6	0.984	1.6	1.32	-3.9	25.1
- COc1ccc(C(=O)CSc2nnc(-c3ccco3)o2)cc1
    -8.5	-11.8	2.5	-3.6	0.99	1.0	1.08	-0.3	23.1
- O=C(O)c1nn(-c2ccc(F)cc2)ccc1=O
    -1.7	1.4	-0.3	2.0	1.06	-5.7	1.02	-1.5	15.8
- O=C(NNS(=O)(=O)c1ccc(C(=O)NC2CCCC2)cc1)c1ccncc1
    0.4	-4.6	-0.1	-1.5	1.01	-1.1	0.996	-3.0	6.5
- O=c1[nH]n2c(-c3ccccc3)nc(O)c2c2ccccc12
    12.5	-3.7	1.1	-3.1	1	-0.2	0.875	-1.8	2.3
- CC1CC(C)CN(C(=O)COC(=O)C2CCN(S(=O)(=O)c3c(Cl)cccc3Cl)CC2)C1 (configuration not stated)
    -18.5	5.4	1.9	-0.6	0.92	8.0	1.19	-2.7	14.6
- Cc1cccc(OCCCN2CCOCC2)c1C
    -2.8	-2.2	2.6	-4.5	1	0.0	1.03	-1.5	32.8
- CN1C(=O)CS/C1=N\NC(=O)COc1cccc2cccnc12
    -3.5	-7.1	2.3	0.3	0.946	5.4	1.03	-1.7	11.0
- CCOC(=O)c1ccccc1-n1nnnc1C
    4.0	-6.4	-1.8	-4.3	0.997	0.3	0.96	-0.5	4.1
- N#CCCSc1ccccc1NC(=O)c1cc(=O)c2ccccc2o1
    -7.3	1.0	0.9	1.1	1	-0.5	1.07	1.0	13.4
- Cc1ccc(NC(=O)COC(=O)C2CC2C)c(S(=O)(=O)N2CCCCC2)c1 (configuration not stated)
    -10.6	-7.3	1.0	-19.0	1.03	-3.1	1.11	-4.3	4.9
- COc1ccc2nc(NC(=O)c3cccc(OCc4c(C)noc4C)c3)sc2c1
    -3.4	-0.9	-1.5	-1.2	0.946	5.4	1.03	-5.3	17.4
- Cc1ccc(N(CC(=O)Nc2cc(Cl)ccc2Oc2ccccc2)S(C)(=O)=O)c(C)c1
    24.8	1.7	2.4	-0.6	1.21	-21.3	0.752	-3.8	3.0
- CS(=O)(=O)c1ccc(C(=O)OCC(=O)N(CCc2ccccc2)Cc2ccccc2)cc1
    -7.8	-6.5	-2.1	-1.7	0.963	3.7	1.08	6.0	20.1
- Cc1cccnc1NC(=O)c1csnn1
    -13.9	-8.0	2.3	-4.3	1.03	-3.2	1.14	-3.1	-11.9
- Cc1ccc(NC(=O)CSC(C)C(=O)NCCc2ccccn2)cc1 (configuration not stated)
    5.0	-10.7	0.6	-5.1	1.05	-4.6	0.95	-1.1	-1.5
- COc1ccc(CNC(=O)C2CCCN(C(=O)Nc3ccccc3OC)C2)cc1 (configuration not stated)
    0.1	-4.9	1.1	-3.0	0.94	6.0	0.999	-0.9	9.6
- COc1ccc(S(=O)(=O)NNc2nc(C)cc(C)n2)cc1[N+](=O)[O-]
    -7.7	-3.6	2.6	-2.1	1.01	-0.8	1.08	-1.4	15.9
- COCCNC(=O)/C(C#N)=C/c1c(N2CCN(C)CC2)nc2ccccn2c1=O
    -17.0	3.1	-28.7	-3.8	1.04	-4.5	1.17	-2.9	-9.6
- Cc1ccc(Cl)cc1NC(=O)C(=O)N/N=C/c1ccc2c(c1)OCO2
    -115.9	3.5	0.1	4.3	0.931	6.9	2.16*	-4.9	-5.9
- CCOC(=O)C1=C(C)N=c2s/c(=C/c3cccc([N+](=O)[O-])c3O)c(=O)n2C1c1cc(OC)c(OC)c(OC)c1 (configuration not stated)
    23.9	19.3	2.5	3.4	0.665	33.5	0.761	-6.2	25.4
- O=C(CN1CCC(C(=O)c2ccc(F)cc2)CC1)Nc1ccccc1
    13.3	-8.8	-1.2	-2.3	1	-0.1	0.867	-0.8	22.7
- CCOC(=O)C1CCN(C(=O)COC(=O)c2oc3ccc(OC)cc3c2C)CC1
    3.3	-4.6	0.6	-1.3	1.02	-2.5	0.967	-3.5	22.4
- CCOC(=O)C1CCN(S(=O)(=O)c2ccccc2[N+](=O)[O-])CC1
    12.6	-3.3	-0.8	-2.2	0.926	7.4	0.874	-2.2	14.5
- O=S(=O)(c1cccs1)N1CCc2ccccc21
    -3.9	-1.2	-2.1	-0.5	1.01	-0.8	1.04	2.7	-33.3
- O=c1[nH]c(CSc2nc(-c3ccc(F)cc3)cs2)nc2ccccc12
    3.9	-11.3	-0.1	-5.2	1.14	-14.4	0.961	-0.7	1.1
- COc1cc2c(cc1NC(=O)c1cccnc1)CCCC2
    -8.1	-0.7	0.7	5.6	1.1	-9.8	1.08	-1.0	46.0
- CC(C)(C)c1nc(SCC(=O)N2CCCC2)c2ccccc2n1
    8.8	-5.2	-0.7	-3.6	1.02	-1.7	0.912	-0.6	24.0
- COc1ccc(OCC(=O)Nc2nnc(S(=O)(=O)N3CCCCCC3)s2)cc1
    11.2	-1.9	-8.3	-0.7	0.888	11.2	0.888	-1.8	13.8
- CCN(CC(=O)Nc1ccc(Br)cc1)C(=O)c1nc2nc(C)cc(C)n2n1
    -4.0	-9.9	1.0	-1.5	0.899	10.1	1.04	0.6	7.5
- CCOC(=O)C1Sc2[nH]c(=O)sc2C(c2ccc(Cl)cc2)C1C(=O)OCC (configuration not stated)
    -20.9	0.0	-7.1	-0.9	0.902	9.8	1.21	-4.5	1.3
- CC1=CC2=NC(=O)/C(=C\c3cc(C)n(-c4ccc(F)cc4)c3C)C(=N)N2O1
    -8.4	-4.7	-23.1	2.1	0.995	0.5	1.08	-1.9	9.7
- CC1(C)CC(=O)C=C(NNC(=O)c2ccccc2O)C1
    24.6	-5.3	-26.0	-2.1	0.932	6.8	0.754	-5.6	8.4
- O=S(=O)(NCCc1ccccc1)c1cccc2nsnc12
    4.4	-13.3	0.1	-3.8	1.01	-1.0	0.956	0.4	6.9
- COc1ccc(Br)cc1S(=O)(=O)NNC(=O)c1c(C)nc2ccccn12
    0.0	9.3	0.1	-1.4	1.17	-16.5	1	-1.9	18.9
- COc1ccc(NC(=O)CN2CCN(CC(=O)Nc3ccccc3Cl)CC2)cc1
    10.1	-5.8	1.9	-0.1	0.96	4.0	0.899	0.3	14.5

# Three compounds out of the list above, ordered by the number in mIAP activ, falling:
Structure	mIAP activ
CC1=CC2=NC(=O)/C(=C\c3cc(C)n(-c4ccc(F)cc4)c3C)C(=N)N2O1	0.995
COc1ccc(NC(=O)CN2CCN(CC(=O)Nc3ccccc3Cl)CC2)cc1	0.96
CCN(CC(=O)Nc1ccc(Br)cc1)C(=O)c1nc2nc(C)cc(C)n2n1	0.899

# (continued)
# Second line of a record: hIAP inh	A3G deaminase	SENP1 FRET inh	A3A deaminase	mIAP activ	mIAP block	hIAP act	beta cell repl	NLRP3 yeast inh
- CCN(C[C@H]1N[C@@](CC)(C(=O)OC)[C@H]2C(=O)N(Cc3ccccc3)C(=O)[C@@H]12)C(=O)NC(C)C
    15.6	-5.6	2.0	-4.6	0.974	2.6	0.844	-1.8	3.7
- NN1C(=O)/C(=C\c2ccco2)SC1=S
    15.0	15.8	-12.0	33.6	0.218	78.2*	0.85	0.8	7.4
- COc1ccccc1NC(=O)Cc1noc(CSc2nnc(C(F)(F)F)n2C)n1
    -3.0	-5.6	-8.0	-1.7	0.944	5.6	1.03	-2.9	17.8
- O=C(CCN1C(=O)CSc2ccccc21)Nc1ccc(OC(F)(F)F)cc1
    -2.1	-6.7	3.5	-2.0	1.08	-8.3	1.02	-5.3	26.4
- COc1cccc2cc(C(=O)NCc3ccc(C)cc3)c(=N)oc12
    19.8	9.9	2.8	-1.6	0.968	3.2	0.802	-4.5	21.7
- O=S(=O)(CCN1CCN(c2ccccn2)CC1)c1ccc(Cl)cc1Cl
    5.9	30.6	0.8	0.6	0.982	1.8	0.941	-3.5	24.4
- COc1ccc(NC(=O)c2ccc3c(c2)C(=O)N(CC2CCCO2)C3=O)c(OC)c1 (configuration not stated)
    6.2	-13.0	0.6	-3.7	0.983	1.7	0.938	-1.9	10.2
- O=C1c2ccccc2S(=O)(=O)c2cc(C(=O)N3CCN(c4c(Cl)cncc4Cl)CC3)ccc21
    -1.0	-9.7	2.8	-3.3	0.957	4.3	1.01	0.8	8.7
- CCc1ccc(NC(=O)NC(C)c2ccc3c(c2)OCO3)cc1 (configuration not stated)
    -18.5	-4.3	1.7	-4.3	2.38*	-138.0	1.19	-3.9	24.3
- COc1ccc(OC)c(C2NC(=O)N(C)C(C)=C2C(=O)OCc2ccccc2)c1 (configuration not stated)
    -7.2	-4.2	-1.0	-3.8	1.06	-5.7	1.07	-0.2	16.9
- Cc1ccc(C)c(N2CCN(S(=O)(=O)c3c(C(=O)N4CCCCC4)c(C)n(C)c3C)CC2)c1
    -39.9	-2.5	0.3	-3.9	0.959	4.1	1.4	-1.4	19.4
- CCN1CCCC1CNC(=O)c1cc([N+](=O)[O-])c(N(C)C)cc1OC (configuration not stated)
    -20.3	-4.3	-2.3	0.9	0.942	5.8	1.2	-0.7	11.8
- O=C(O)c1cc(N/N=C/c2ccc(OCc3ccccc3)cc2)ccc1Cl
    6.0	-2.2	-0.8	6.7	0.901	9.9	0.94	-1.2	22.0
- Cc1ccc2c(c1)c(C)c(C)n2CC(O)Cn1nc(C)c(Br)c1C (configuration not stated)
    -2.0	-1.5	-0.1	1.2	1.08	-8.0	1.02	-5.8	-0.2

# Screening results deposited in PubChem BioAssay by Sanford-Burnham Center for Chemical Genomics.

# The list is partial; the hit share may differ from the screen's.
